Assay outcomes: PubChem BioAssay, several laboratories
Scp-1 inhibitor – Scp-1 phosphatase inhibitors, primary screen, biochemical, colorimetric, uHTS; AID 493091, 2011; 340,000 compounds, 0.88% hits; Carboxy-terminal domain RNA polymerase II polypeptide A small phosphatase 1 (Homo …; inhibition, % at 20 µM; Recombinant Scp1, phosphopeptide, malachite green phosphate absorbance;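 active = inhibition above about 50% at 20 µM, limit read from the data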;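 note: plate controls were DMSO wells with enzyme for no effect and wells lacking enzyme for full effect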
Target sequence (Q9GZU7 76-261 limits assumed): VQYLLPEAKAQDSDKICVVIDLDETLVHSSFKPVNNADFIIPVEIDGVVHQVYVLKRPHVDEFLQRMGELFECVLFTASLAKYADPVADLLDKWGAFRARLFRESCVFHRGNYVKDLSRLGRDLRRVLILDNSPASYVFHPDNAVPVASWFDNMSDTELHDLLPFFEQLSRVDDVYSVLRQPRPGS
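System: truncated SCP-1 phosphatase (76-261aa); medium: Tris acetate buffer pH 5.5 with MgCl2 and Tween-20; incubation: 45 min room-temperature reaction, 5 min colour, 30 min stabiliser; compound: single 20 µM dose, 1% DMSO; reagent: Phosphorylated 17-residue peptide substrate; read-out: % inhibition at 20 µM; technique: colorimetric free-phosphate detection, absorbance 630 nm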
STEP inh – STEP phosphatase inhibitors, primary screen, biochemical, fluorescence intensity, uHTS. AID 588621, 2011. inhibition, % at 20 µM. Tyrosine-protein phosphatase non-receptor type 5 (Homo sapiens), P54829. 360,000 compounds, 0.25% hits. recombinant STEP, OMFP fluorogenic substrate;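 active = inhibition at 20 µM, scaled per plate between control wells, above about 37%, limit read from the data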;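 note: 0% = DMSO with enzyme and substrate and 100% = substrate only without enzyme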
Target sequence (P54829 whole entry, looked up): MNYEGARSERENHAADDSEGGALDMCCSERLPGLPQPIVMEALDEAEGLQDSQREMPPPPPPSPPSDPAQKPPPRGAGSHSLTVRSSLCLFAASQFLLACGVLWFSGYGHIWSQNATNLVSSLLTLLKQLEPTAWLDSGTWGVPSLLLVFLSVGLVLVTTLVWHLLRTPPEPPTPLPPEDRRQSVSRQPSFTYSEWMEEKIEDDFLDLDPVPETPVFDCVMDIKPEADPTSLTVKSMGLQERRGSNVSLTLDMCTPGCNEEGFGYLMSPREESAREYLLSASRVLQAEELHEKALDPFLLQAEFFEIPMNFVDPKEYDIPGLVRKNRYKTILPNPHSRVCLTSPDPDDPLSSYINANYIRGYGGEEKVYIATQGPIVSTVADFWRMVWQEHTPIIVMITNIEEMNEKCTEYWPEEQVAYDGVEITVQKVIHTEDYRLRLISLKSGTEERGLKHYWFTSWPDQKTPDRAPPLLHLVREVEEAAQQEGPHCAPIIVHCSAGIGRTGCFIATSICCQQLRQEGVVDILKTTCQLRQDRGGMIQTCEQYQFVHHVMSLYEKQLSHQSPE
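System: STEP (striatal-enriched tyrosine phosphatase) enzyme, cell-free; medium: Bis-Tris pH 6.0 buffer with DTT, detergent; dosing: 20 µM, 1% DMSO; times: reaction 20 min, ambient temperature; detection: fluorescence, 480/540 nm; read-out basis: normalized % inhibition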
DNMT1 block – human DNMT1 methyltransferase inhibitors, primary screen, biochemical, molecular beacon, fluorescence, HinP1I cleavage, uHTS | DNA (cytosine-5)-methyltransferase 1 (Homo sapiens), P26358 | inhibition (reported as % activation of signal), % at 10 µM | 360,000 compounds, 0.83% hits | AID 588458, 2011; in the data active = inhibition above about 50%
SUMO1 PPI mod – modulators of SUMO1 protein-protein interactions, primary screen, biochemical, uHTS; Small ubiquitin-related modifier 1 (Homo sapiens), P63165; SUMO1 binding to a labelled peptide, TR-FRET, 1 h; inhibition, % at 20 µM; 360,000 compounds, 0.33% hits; AID 602429, 2012; in the data active = inhibition above about 37%
Target sequence (P63165 whole entry, looked up): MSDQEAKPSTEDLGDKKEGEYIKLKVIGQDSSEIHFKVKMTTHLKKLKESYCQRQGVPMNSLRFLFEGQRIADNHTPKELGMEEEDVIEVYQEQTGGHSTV
E coli Lon inh – inhibitors of E. coli Lon protease, primary screen, biochemical, fluorescence polarization. P0A9M0. purified E. coli Lon protease. inhibition, % at 7.94 µM. 360,000 compounds, 0.42% hits. AID 602123, 2011; in the data active = inhibition above about 13%, passing the limit was not always enough;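 note: 0% = enzyme with probe and DMSO and 100% = no enzyme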
MsrA act – bovine MsrA enzyme activators, primary screen, biochemical, absorbance, HTS; Methionine sulfoxide reductase A (Bos taurus); purified bovine MsrA, absorbance read-out; activation, % at 10.6 µM; 360,000 compounds, 0.3% hits; in the data active = activation above about 7.5%;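 note: 0% = vehicle and 100% = reference activator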
MsrA inh – bovine MsrA enzyme inhibitors, primary screen, biochemical, absorbance, HTS; Methionine sulfoxide reductase A (Bos taurus); purified bovine MsrA, absorbance read-out; inhibition, % at 15.5 µM; 360,000 compounds, 0.75% hits; AID 651718, 2012; in the data active = inhibition above about 4.5%;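 note: 0% = vehicle wells with enzyme and 100% = reference inhibitor wells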
TbMetRS inhib – T. brucei MetRS inhibitors, primary screen, biochemical, luminescence; inhibition, % at 11.9 µM; methionyl-tRNA synthetase (Trypanosoma brucei brucei); 360,000 compounds, 0.4% hits; purified T. brucei MetRS, ATP depletion, Kinase-Glo luminescence;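 active = inhibition above a per-plate cutoff of the control wells' mean inhibition plus 3 SD, cut at about 5.5% in these data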;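 note: 0% = DMSO wells median and 100% = median of wells with control inhibitor compound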
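Material – parasite MetRS enzyme · Medium – HEPES-MgCl2-KCl buffer plus DTT, spermine, BSA, pyrophosphatase · Reagent – ATP, methionine and E. coli bulk tRNA substrates · Times – 15 min enzyme-compound preincubation, 2 h reaction, 10 min detection, 25 °C · Measured by – luminescence of leftover ATP · Evaluation – percent inhibition relative to median high and low control wells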
LMPTP block – LMPTP phosphatase inhibitors, primary screen, biochemical, fluorescence intensity, uHTS | Low molecular weight phosphotyrosine protein phosphatase (Homo sapiens), P24666 | recombinant LMPTP-A, OMFP fluorogenic substrate | inhibition, % at 20 µM | 360,000 compounds, 0.22% hits;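 active = compounds that cut the enzyme signal by at least half of the control window in the single-dose screen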;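 note: plate controls were DMSO wells with enzyme plus substrate for no effect and substrate without enzyme for full effect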
Target sequence (P24666 whole entry, looked up): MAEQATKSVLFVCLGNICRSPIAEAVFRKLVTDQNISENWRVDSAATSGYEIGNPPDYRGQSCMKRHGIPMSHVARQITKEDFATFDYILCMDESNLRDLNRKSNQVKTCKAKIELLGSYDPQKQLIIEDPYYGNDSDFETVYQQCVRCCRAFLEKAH
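Test system – LMPTP-A enzyme · Amount – LMPTP-A at 0.625 nM final in the reaction · Buffer or medium – Bis-Tris pH 6.0, DTT, detergent · Reagent – OMFP 400 µM · Doses – single 20 µM dose · Schedule – reaction 50 min, room temperature, dark · Detection – fluorescence intensity of OMFP turnover product · Evaluation – percent inhibition versus substrate-only and uninhibited controls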
CendR NRP1 mod – modulators of CendR peptide binding to NRP-1, primary screen, biochemical, fluorescence polarization, uHTS. FAM-RPARPAR peptide binding to NRP-1. 360,000 compounds, 0.85% hits. Neuropilin-1 (Homo sapiens), O14786. AID 602438, 2012. inhibition, % at 25 µM;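 active = inhibition or corrected inhibition above about 18%, plus a signal ratio from 0.5 to 1.5, limit read from the data, passing the limit was not always enough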; note: strong numbers were not always called active
Numbers without * were called inactive; . = no result given. Random draw from the library; overall some 4.3% were active at least once.

SMILES	Scp-1 inhibitor	STEP inh	DNMT1 block	SUMO1 PPI mod	E coli Lon inh	MsrA act	MsrA inh	TbMetRS inhib	LMPTP block	CendR NRP1 mod
CCc1ccc(NC(=O)C(C)OC(=O)c2ccc(-n3cnnn3)cc2)cc1 (stereo unspecified)	-4.8	-2.3	-1.1	5.4	-7.2	-5.0	0.3	-0.3	-2.2	9.0
Cc1cc(NS(=O)(=O)c2ccc(NS(=O)(=O)c3cc(C)c(Cl)cc3Cl)cc2)no1	44.6	-2.2	-1.1	5.5	1.1	-2.5	-0.7	0.0	-1.2	17.5
CSc1cccc(NC(=O)CCS(=O)(=O)c2cccc3nonc23)c1	-5.9	-1.5	0.5	-32.4	-2.7	-2.3	-0.5	0.6	0.9	6.3
CC1CC(C)CN(CCCNC(=O)c2c(O)nc3ccccn3c2=O)C1 (stereo unspecified)	-6.9	2.0	0.3	0.5	1.7	-2.3	0.6	0.8	-0.5	-11.0
Cc1cc(NC(=O)CSc2nc3ccccc3c(=O)n2CCCC(=O)NCc2ccco2)n[nH]1	6.4	-0.2	-2.2	2.5	-4.5	1.6	0.7	-0.6	-0.7	-5.5
COc1ccccc1CNc1ccc2nnc(CCNC(=O)c3ccccc3)n2n1	-12.6	-0.3	0.4	-1.5	0.9	-2.2	-2.0	1.4	1.0	6.3
CCN1CCN(C(=O)C2=CC(c3ccc(C)cc3)=NS(=O)(=O)N2C)CC1	-9.2	-0.9	-4.9	-12.9	6.6	-2.4	3.1	-0.6	0.0	-11.3
COc1ccc(C(=O)Nc2ccc(N3CCN(c4ccc(OC)cc4)CC3)c(C#N)c2)cc1	-1.8	-0.8	17.9	3.1	-6.2	-2.4	0.5	-0.7	-2.6	20.6
CSCCC(NC(=O)c1ccco1)C(=O)NCC(c1ccco1)N1CCCCC1 (stereo unspecified)	-8.1	1.3	-0.8	1.1	-5.1	1.1	-1.0	-0.1	-1.2	6.4
Cc1ccc(O)c(-c2cc(C(=O)NCc3ccc4c(c3)OCO4)[nH]n2)c1	-4.2	-1.7	-3.0	7.1	1.4	-0.9	-0.8	-0.2	1.3	7.9
CCC(Cc1ccccc1)n1c(=S)[nH]c2ccccc2c1=O (stereo unspecified)	-13.8	-0.4	-2.6	-10.0	4.6	-2.3	1.5	-0.3	1.7	-0.6
Cc1onc(-c2ccccc2)c1C(=O)NC(C)c1ccccc1 (stereo unspecified)	-6.2	1.5	1.4	0.6	2.8	-3.8	-0.8	-0.2	-1.3	-4.6
CN(NC(=O)COc1ccccc1)c1ccccc1	-4.4	1.7	-5.7	-0.5	-1.3	-2.6	1.4	0.4	-0.8	-0.9
O=C(COC(=O)Cn1cnc2ccccc2c1=O)Nc1ccccc1OC(F)F	-9.6	-1.2	0.4	6.9	-7.3	-4.2	0.5	-0.5	-1.6	2.4
CCN(C(=O)COC(=O)c1cc(-c2ccccc2)nc2c1c(C)nn2-c1ccccc1)C1CCS(=O)(=O)C1 (stereo unspecified)	-7.1	7.5	-6.0	-4.1	1.3	-4.0	0.2	-1.1	3.1	3.4
O=C(COc1ccccc1Cl)NCCNC(=O)c1ccncc1	-1.2	-0.3	1.2	0.3	2.7	-1.1	0.8	-0.7	-0.7	11.8
O=C(NCc1ccccn1)c1cccs1	0.5	1.2	-1.9	-0.6	-2.2	-9.2	0.4	-0.6	-1.2	-3.1
CN1CCN(C(=O)c2cccn(Cc3ccc(C(F)(F)F)cc3)c2=O)CC1	48.8	-4.0	12.9	-0.8	-6.9	-12.2	1.5	-1.4	3.6	-1.7
Cn1ncc(Br)c1NC(=O)Nc1ccccc1	-7.3	-0.4	-0.7	0.7	-0.3	-1.2	.	-0.2	-1.7	16.5
COc1ccc(CNC(=O)C(C)n2nc(C)c3c(C)n(-c4ccccc4)nc3c2=O)c(OC)c1 (stereo unspecified)	-4.0	0.0	1.0	1.9	5.2	-1.9	-0.9	-0.6	-1.4	2.0
Cc1cccc2cc(/C=N/NC(=O)c3ccccc3O)c(Cl)nc12	95.4*	4.3	10.0	1.5	8.9	-3.1	-0.5	0.5	11.9	-0.9
COc1ccc(C(=O)CSc2nnc(CNC(=O)c3ccccc3)o2)cc1	-10.5	3.3	2.3	-1.7	-2.8	-2.3	0.4	0.0	-1.0	12.4
OC(c1ccc(F)cc1)c1nc(-c2ccc(F)c(Cl)c2)cs1 (stereo unspecified)	.	-2.0	-1.7	10.0	-2.4	0.4	-0.9	0.6	2.9	-2.8
CC(C)(O)C(=O)NN(C(=O)c1ccccc1)c1cccc(Br)c1	7.9	-2.4	3.0	-1.5	-3.1	-12.2	0.3	-1.3	-2.0	4.2
CC(=O)c1ccc(NC(=O)/C(=C\c2ccccc2)NC(=O)c2ccco2)cc1	-5.3	-2.4	-3.5	-1.1	-4.3	-4.3	2.5	-0.1	-1.2	0.1
Cc1ccc(O)c(C2=NNC(c3ccc(Cl)cc3)C2)c1 (stereo unspecified)	-10.6	-2.3	-3.2	0.0	-41.6	-3.1	1.4	-0.3	7.7	-28.3
CCCCCCSc1ccc([C@H]2N[C@@](CC(C)C)(C(=O)OC)[C@H]3C(=O)N(C)C(=O)[C@@H]23)cc1OC	-5.8	3.6	-19.7	2.1	-1.4	-3.5	-0.1	-0.1	3.7	-5.2
Cc1cc(Cl)c(OCCCN2CCCCC2)c(Br)c1	-13.0	-5.2	6.1	-0.9	-5.7	-3.9	-0.8	0.0	-4.9	12.2
COc1ccc(/C=C(/NC(=O)c2cccc([N+](=O)[O-])c2)C(=O)O)cc1	10.0	1.5	6.8	-5.4	-7.0	-1.0	-0.2	-0.1	-0.4	-13.2
CC(=O)Oc1cc2c(C(C)=O)coc2c2ccccc12	-12.1	-2.1	-1.6	4.4	-1.2	-2.9	1.7	0.7	-0.9	4.5
O=C(Nc1ccc(OC(F)(F)F)cc1)c1ccc2c(c1)no[n+]2[O-]	-6.9	5.7	12.1	-36.1	1.7	-2.0	-0.2	-0.6	1.8	-6.4
CC(C)NC(=O)c1cccc(Cn2cc(Cl)cn2)c1	-7.0	-7.4	-4.5	-1.1	4.8	-1.0	-0.6	-0.2	-1.1	-8.0
CCN(CC)CCN1C(=O)C(O)=C(C(=O)c2sc(C)nc2C)C1c1cccnc1 (stereo unspecified)	1.4	-2.4	-1.7	-7.0	-9.2	-6.1	2.1	-1.1	-2.4	2.7
O=C(CN1CCN(Cc2ccccc2)CC1)Nc1ccc(-n2cnnn2)cc1	-4.0	-1.3	1.8	2.6	3.4	-9.8	-0.1	-1.2	1.4	0.6
CC(=O)N1CCN(c2ccccc2NC(=O)Cc2ccc(Cl)cc2)CC1	2.6	-1.2	-2.2	-1.7	1.9	-1.9	0.8	-0.5	1.1	-4.1
COc1cc(OC)c(NS(=O)(=O)c2c(C)[nH]c(=O)[nH]c2=O)cc1Cl	-6.8	-0.7	1.4	3.0	-9.7	-1.9	-0.1	-0.2	-1.8	-5.6

The closing 4 records of the section before are carried over, then new ones follow:
SMILES	Scp-1 inhibitor	STEP inh	DNMT1 block	SUMO1 PPI mod	E coli Lon inh	MsrA act	MsrA inh	TbMetRS inhib	LMPTP block	CendR NRP1 mod
CCN(CC)CCN1C(=O)C(O)=C(C(=O)c2sc(C)nc2C)C1c1cccnc1 (stereo unspecified)	1.4	-2.4	-1.7	-7.0	-9.2	-6.1	2.1	-1.1	-2.4	2.7
O=C(CN1CCN(Cc2ccccc2)CC1)Nc1ccc(-n2cnnn2)cc1	-4.0	-1.3	1.8	2.6	3.4	-9.8	-0.1	-1.2	1.4	0.6
CC(=O)N1CCN(c2ccccc2NC(=O)Cc2ccc(Cl)cc2)CC1	2.6	-1.2	-2.2	-1.7	1.9	-1.9	0.8	-0.5	1.1	-4.1
COc1cc(OC)c(NS(=O)(=O)c2c(C)[nH]c(=O)[nH]c2=O)cc1Cl	-6.8	-0.7	1.4	3.0	-9.7	-1.9	-0.1	-0.2	-1.8	-5.6
c1ccc2c(C(c3nnnn3-c3ccc4c(c3)OCCO4)N3CCOCC3)ccnc2c1 (stereo unspecified)	.	.	.	2.2	-5.7	-1.8	-0.4	-0.4	-1.2	8.7
O=C(c1cccc(Br)c1)N1CCN(C2=NS(=O)(=O)c3ccccc32)CC1	-1.6	1.6	2.2	-2.1	-1.3	0.1	-0.2	-0.2	-0.3	-14.7
CC(C)(C)c1ccc(N2C(=O)Cc3c2nc(N)c(C#N)c3N)cc1	-4.6	-1.1	0.8	3.2	-10.4	-15.9	3.1	-1.4	-0.3	-1.6
CC(=O)Nc1c(C(N)=O)oc2ccc(Cl)cc12	0.6	-2.5	3.8	-5.8	-0.5	-2.4	-0.1	0.1	-0.7	8.2
CC(CCc1ccccc1)NC(=O)CN1CCN(Cc2ccccc2)C1=O (stereo unspecified)	-4.3	2.5	1.6	-2.2	-3.6	-3.6	0.2	-0.3	-0.3	-12.0
COc1cc([N+](=O)[O-])ccc1NC(=O)COC(=O)CCOc1ccc(C)cc1	-7.5	-1.0	7.0	-23.6	3.3	-4.7	2.5	-0.1	-0.6	6.7
CCN(CC)S(=O)(=O)c1cccc(-c2nnc(SCc3nnc(-c4ccccc4)o3)n2C)c1	-13.9	-2.0	-1.1	3.9	-0.5	-4.7	-0.1	-1.1	-1.4	4.6
COc1ccc(CCNC(=O)COC(=O)Cc2cccc(F)c2)cc1	-6.9	-0.8	3.2	1.8	-0.1	-2.7	-0.9	-0.4	-0.3	-10.6
CCOC(=O)c1sc2nc(N3CCOCC3)c3c(c2c1N)CCN(Cc1ccccc1)C3	7.7	2.5	-14.9	2.0	-4.5	-11.6	-0.1	-1.2	9.3	5.8
COC(=O)c1cccc(NC(=S)N2CCN(C)CC2)c1	-4.5	0.1	13.2	3.4	16.5	-4.8	-1.2	-0.6	-4.8	5.0
COc1ccc(C(=O)NNC(=O)CSc2nnc(-c3cccnc3)o2)cc1	-3.1	-3.8	1.4	2.5	5.5	-4.0	0.7	-0.3	-0.6	0.4
